# Screens (PubChem)
# Eya2 phos inh = qHTS Assay for Inhibitors of the Phosphatase Activity of Eya2 | Protein phosphatase EYA2 (Homo sapiens), O00167 | recombinant Eya2, OMFP fluorescence dephosphorylation (OMFP is methylfluorescein phosphate) | Potency, µM (titrated, usually from 76.9 µM), without a hit: at the top dose activity, negative = inhibition, hits mostly inhibitors | 0.006% of 330,000 active; also: potency is read from the fitted curve at half-maximal effect; % is scaled to controls: 0 for no effect and ±100 for the full control effect
#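 Eya2 (0.2 uM) preincubated 10 min at ambient with compound, then OMFP substrate added at 50 uM; 10 min reaction in 50 mM HEPES pH 7.5, 50 mM NaCl, 5 uM MgCl2, 0.05% BSA, 1 mM DTT. Fluorescence read at Ex 485/Em 525 nm.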
# S-ASM inh = Inhibitors of Secretory Acid Sphingomyelinase (S-ASM): qHTS; placental ASM, HMU-PC fluorogenic substrate, 60 min; Potency, µM (top dose mostly 57.5 µM), inactives show top-dose activity change, negative = inhibition, usual class: inhibitors; 0.006% of 340,000 active; AID 504937, 2011; also: potency is read from the fitted curve at half-maximal effect
#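 qHTS format. ASM enzyme prepared from human placenta hydrolyses the fluorogenic substrate HMU-PC0 (9 uM final) over 60 min at 37 °C after a 10 min compound preincubation.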
# TSHR antag = Antagonists of the Thyroid Stimulating Hormone Receptor: HTS campaign | 0.2% of 330,000 active | AID 504810, 2011 | activity change, negative = inhibition, % at 11.5 µM | TSHR-expressing cells, TSH-stimulated cAMP HTRF, 2 h; hits give low values;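 active = activity change below a set negative limit, meaning inhibition stronger than a set level, cut at about -70% in these data; inconclusive = activity change between two set negative limits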; also: % is scaled to controls: 0 for no effect and ±100 for the full control effect
#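 Competitive HTRF cAMP read-out (cryptate anti-cAMP antibody, cAMP-d2; 30 min, room temperature) in freshly harvested TSHR cells. Compounds added before TSH at EC80 (4nM final), followed by 2 hours' incubation at 37 deg C.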
# a7 integrin act = qHTS for Activators of Integrin-Mediated Alleviation for Muscular Dystrophy. alpha7betagal myoblasts, beta-gal FDG fluorescence, 48 h. Potency, µM (series often up to 38.3 µM), inactives show at the highest dose activation, usual class: activators. 0.064% of 350,000 active;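 also: potency is read from the fitted curve at half-maximal effect; 100% = response of the positive control SU9516; nearly all actives have a fitted effect of over 60% in size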
#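 Alpha7betagal+/- myoblasts (passage 13) were plated 16-24 hr, then exposed to compounds (1:260 dilution of DMSO stock) for 48 hours at 37C. After MPER lysis, β-galactosidase reporter activity was read as FDG fluorescence (ex 480/em 540) after 30 minutes.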
# A-T KAP1 phos = qHTS Assay for Identifying a Potential Treatment of Ataxia-Telangiectasia; 0.19% of 320,000 active; Potency, µM (doses to about 57.5 µM), inactives show top-dose activation, hits mostly activators; AID 485349, 2010; […] A-T fibroblasts, KAP-1 phosphorylation AlphaLISA; neocarzinostatin DNA damage 30 min before lysis; also: potency is read from the fitted curve at half-maximal effect; % of control where 0% means no effect; nearly all actives have a fitted effect of over 45% in size
#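 ATM-like activity read as KAP-1 phosphorylation via AlphaLISA donor/acceptor antibody pairs after lysis and 6 hr at 25C. Cells were ATM-null patient fibroblasts ([…], hTERT), dosed 60 min, then exposed to the DSB inducer NCS for 30 min.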
# TCR act = Activators of T cell receptors: qHTS campaign. Potency, µM (titrated, usually from 9.22 µM), for the others: at the highest dose activation of IL-2 secretion, hits mostly activators. primary human leukocytes, anti-CD3, IL-2 HTRF, 48 h. 330,000 tested, under 10 active; also: % of control where 0% means no effect
#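 1) Mix primary human leukocytes, a-CD3 beads and compound. 2) Incubate 48 hr. 3) Add HTRF IL-2 reagents (a-IL-2-K, a-IL-2-d2).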
# ELG1 repair inh = qHTS screen for small molecules that inhibit ELG1-dependent DNA repair in human embryonic kidney (HEK293T) cells expressing luciferase-tagged ELG1. Potency, µM (highest dose often 46.1 µM), for the others: at the highest dose activity change, negative = inhibition, usual class: inhibitors. 2.3% of 330,000 active. HEK293T ELG1-luciferase reporter, luminescence, 16 h; DNA damage induced by 5-fluorouridine; also: potency is read from the fitted curve at half-maximal effect; % is scaled to controls: 0 for no effect and ±100 for the full control effect; nearly all actives have a fitted effect of over 55% in size
#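 5-Fluorouridine DNA damage + compound/DMSO, 2,000 cells/well, 16 h, 37 °C/5% CO2. ONE-Glo, 30 min RT, luminescence. Readout = decrease in reporter signal.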
# Tb PFK block = qHTS Assay to Find Inhibitors of T. brucei phosphofructokinase. ATP-dependent 6-phosphofructokinase (Trypanosoma brucei brucei), O15648. T. brucei PFK, ADP-Glo luminescence. Potency, µM (highest dose often 57.5 µM), without a hit: top-dose activity, negative = inhibition, hits mostly inhibitors. 0.17% of 330,000 active;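 also: potency is read from the fitted curve at half-maximal effect; 0% = uninhibited 1x PFK enzyme wells and -100% = no-enzyme wells; nearly all actives have a fitted effect of over 60% in size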
# Target sequence (O15648 whole entry, looked up): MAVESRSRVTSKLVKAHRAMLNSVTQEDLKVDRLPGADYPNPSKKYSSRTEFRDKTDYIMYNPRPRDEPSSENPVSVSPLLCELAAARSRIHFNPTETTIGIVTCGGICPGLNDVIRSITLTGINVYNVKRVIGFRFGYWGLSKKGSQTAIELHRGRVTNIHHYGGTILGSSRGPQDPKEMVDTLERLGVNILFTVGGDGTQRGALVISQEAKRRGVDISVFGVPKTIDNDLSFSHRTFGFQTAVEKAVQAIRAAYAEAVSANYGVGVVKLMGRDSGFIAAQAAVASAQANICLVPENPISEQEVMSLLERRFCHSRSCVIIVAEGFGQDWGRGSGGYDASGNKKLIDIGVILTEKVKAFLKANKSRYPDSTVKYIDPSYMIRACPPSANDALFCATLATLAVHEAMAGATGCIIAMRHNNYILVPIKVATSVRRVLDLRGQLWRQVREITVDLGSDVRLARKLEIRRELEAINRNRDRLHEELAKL
#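 Compounds were pin-transferred as a titration series up to 57 uM into substrate buffer (0.5 mM F6P, 0.1 mM ATP, pH 8.0), then 1.25 nM PFK was added and reactions ran 45 min before ADP-Glo detection.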
# PTAP TSG101 blk = qHTS Assay for Iinhibitors of HIV-1 Budding by Blocking the Interaction of PTAP/TSG101; Fluorescence polarization, FITC-PTAP peptide / Tsg101 binding; AID 493005, 2010; Tumor susceptibility gene 101 protein (Homo sapiens), Q99816; Potency, µM (doses to about 115 µM), inactives show at the highest dose activity change, negative = inhibition, actives largely listed as inhibitors; 340,000 tested, under 10 active; active = well fitted inhibition curve with a large enough effect in the main read-out, with a control signal flat, not every such curve was filed as active; inconclusive = small, poorly fitted or top-dose-only effect, or effect the other way, or a change in a side signal; inactive = no such curve, though single readings can be large or run the other way; also: potency is read from the fitted curve at half-maximal effect; % of control where 0% means no effect
# Target sequence (Q99816 whole entry, looked up): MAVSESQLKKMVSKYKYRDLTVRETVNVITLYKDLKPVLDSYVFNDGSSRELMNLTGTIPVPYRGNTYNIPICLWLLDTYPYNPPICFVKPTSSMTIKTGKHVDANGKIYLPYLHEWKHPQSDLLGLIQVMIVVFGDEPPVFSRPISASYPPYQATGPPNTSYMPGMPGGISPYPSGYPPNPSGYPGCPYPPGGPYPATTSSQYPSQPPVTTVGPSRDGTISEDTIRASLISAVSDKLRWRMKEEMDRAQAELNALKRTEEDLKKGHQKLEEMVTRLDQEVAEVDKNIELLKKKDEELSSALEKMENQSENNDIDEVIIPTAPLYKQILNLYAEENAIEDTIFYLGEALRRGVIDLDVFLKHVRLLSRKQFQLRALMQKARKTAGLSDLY
#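 Tsg101 binding domain (10 uM final) was mixed with compound and a FITC-labeled PTAP peptide (50 nM final) in HEPES pH 7.5 buffer with NaCl, Tween 20, EDTA and TCEP; fluorescence polarization was read after 20 min at r.t.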
# Mito fusion yeast = qHTS Assay for Small Molecule Inhibitors of Mitochondrial Division or Activators of Mitochondrial Fusion; S. cerevisiae fusion-defective mutant growth rescue, CellTiterGlo 48 h; Potency, µM (top dose mostly 46.1 µM), for inactives: at the highest dose growth rescue (activation), usual class: activators; 0.23% of 320,000 active; AID 485298, 2010;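 also: potency is read from the fitted curve at half-maximal effect; % of control where 0% means no effect; nearly all actives have a fitted effect of over 45% in size; temperature-sensitive fusion mutants such as fzo1-1 at 37 °C on non-fermentable ethanol glycerol medium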
#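 Temperature-sensitive fusion-defective S. cerevisiae (e.g. fzo1-1, mgm1-5) were grown with compound in YPEG medium (3% ethanol, 3% glycerol) for 48 hours at 37C. Growth rescue was measured as viability by CellTiterGlo luminescence after 10 minutes at ambient.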
# BCR signal inh = qHTS Assay to Find Inhibitors of Chronic Active B-Cell Receptor Signaling; ABC-DLBCL IkBa-CBG/CBR reporter, luminescence ratio, 4 h; 0.05% of 340,000 active; Potency, µM (top dose mostly 46.1 µM), without a hit: at the highest dose ratio change, negative = lower green/red ratio, usual class: inhibitors; active = well fitted inhibition curve with a large enough effect in the signal ratio, with a control signal flat, not every such curve was filed as active; inconclusive = small, poorly fitted or top-dose-only effect, or effect the other way, or a change in a side signal; the % refers to the signal ratio;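 also: potency is read from the fitted curve at half-maximal effect; plate controls were basal doxycycline-induced cells for no effect and cells given 10 µM MG132 for full effect; MG132 reads +100%, hits lower the ratio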
#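 TMD8 ABC-DLBCL cells carrying doxycycline-inducible green luciferase fused to IkappaBalpha plus unfused red luciferase were exposed to compounds (up to 46 uM) for 4 hrs at 37C. Activity came from the overlap-corrected green/red luminescence ratio.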
# An asterisk follows results filed as active; ? = inconclusive; . = not tested or not shown; [ ] = remark or other dose. Unless noted, calls follow the shape of the dose curve; as a rule, active = well fitted curve in the direction sought with a large enough effect; inconclusive = small, poorly fitted or top-dose-only effect, or another doubt; inactive = no such curve, though single readings can be large; an effect the other way counts as inactive or inconclusive.
# Every second line gives: S-ASM inh	TSHR antag	PTAP TSG101 blk	A-T KAP1 phos	Mito fusion yeast	TCR act	Tb PFK block	ELG1 repair inh	a7 integrin act	BCR signal inh	Eya2 phos inh
1: CCn1c(SCc2nc3ccccc3[nH]2)nnc1-c1cccs1
    4%	2	0%	-5%	-4%	6%	1%	-2%	25%	1%	18%
2: O=C(CNC(=O)c1ccc(Cl)cc1)c1ccc(Cl)cc1
    -2%	-2	0%	-5%	2%	-1%	-3%	?	-31%	-10%	-3%
3: COCc1ccc(CN2CCC(N3CCC(C(=O)N4CCCC4)CC3)CC2)o1
    7%	2	-6%	4%	-2%	-1%	-2%	?	15%	1%	4%
4: CC1(C)CC(=O)C(C=Nc2ccc(O)cc2)=C(O)C1
    -4%	-2	-10%	0%	-1%	-2%	1%	?	-39%	?	9%
5: O=C(CSCc1ccccc1Cl)N/N=C/c1ccco1
    2%	-10	-9%	-8%	-16%	2%	2%	0%	?	?	2%
6: Cc1cc(N(CCO)CCO)ccc1C(c1ccc(N(CCO)CCO)cc1C)c1ccccc1Cl
    -15%	5	-1%	14%	-2%	3%[46.1 µM]	-2%	2%	2%	17%	-7%
7: CCn1c(SCC(=O)Nc2ccc3c(c2)OCCO3)nnc1-c1c[nH]c2ccccc12
    -1%	-7	-2%	2%	-2%	2%	4%	-4%	-2%	0%	-17%
8: CC(C)(Oc1ccc(Cl)cc1)C(=O)OCC(=O)N1CCCC1
    7%	18	-2%	1%	4%	2%	-3%	?	5%	-3%	-4%
9: CCOC(=O)C1=C(O)/C(=C/c2ccc(CNC(=O)C(=O)Nc3ccc(C)cc3)o2)N=C1C
    15%	4	-1%	2%	2%	4%	1%	?	18%	15%	-17%
10: CCS(=O)(=O)N1CCN(CC2CC3C=CC2C3)CC1 (configuration not stated)
    6%	-2	-8%	0%	-4%	4%	-5%	-2%	7%	10%	-15%
11: Cc1cccc(C)c1NC(=O)c1sc(N)nc1-c1ccccc1
    8%	3	-3%	0%	-9%	1%	1%	14%	14%	?	-1%
12: Cc1ccc2c(c1)c1c(n2CC(O)CN2CCCCCC2)CCCC1 (configuration not stated)
    1%	6	-4%	-1%	-25%	-3%	14%	6%	-62%[inhibitor]	-12%	0%
13: CC(C)C(NC(=O)C1CCC(C(C)(C)C)CC1)C(=O)NCCc1ccc(S(N)(=O)=O)cc1 (configuration not stated)
    2%	2	-5%	5%	-7%	-4%	-2%	-3%	-26%	1%	1%
14: Cc1cccc(-n2nnc(C(=O)NCc3ccccc3)c2N)c1
    -3%	-3	-2%	.	4%	-1%[46.1 µM]	-9%	-9%	-13%	?	2%
15: COC(=O)CSc1nc(NC(C)C)nc(N2CCOCC2)n1
    5%	9	-2%	11%	-3%	2%	3%	16%	-11%	-4%	21%
16: CCOc1ccc(NC(=O)C2CCC(CNc3c(N4CCOCC4)c(=O)c3=O)CC2)cc1 (configuration not stated)
    0%	-3	7%	17%	-3%	0%	-1%	0%	26%	-18%	8%
17: COc1ccc(CCC(=O)NCc2cn3ccc(C)cc3n2)cc1
    8%	0	-1%	3%	2%	-1%	1%	7%	13%	-10%	-7%
18: O=C(COC(=O)C1CCN(c2ccc(C(F)(F)F)cn2)CC1)c1ccc(Cl)cc1
    -6%	-18	-3%	4%	14%	-3%	-6%	0%	10%	6%	-22%
19: CC1=CCC2C(=O)N(Cc3ccccc3)C(=O)C2C1 (configuration not stated)
    3%	21	-1%	10%	1%	-10%	0%	2%	25%	14%	2%
20: CN(C)CCCNc1c(C(=O)O)cnc2c1cnn2C
    .	-2	.	4%	-3%	.	0%	-9%	.	-16%	1%
21: Cc1cnc(NC(=O)Cc2ccc(S(=O)(=O)N3CCOCC3)s2)s1
    5%	4	-6%	13%	.	0%	7%	?	2%	5%	-11%
22: Cc1ccccc1/C=N/Nc1ncnc2nc[nH]c12
    -1%	-7	-6%	-5%	-1%	5%	-5%	?	?	?	9%
23: COc1ccc(OC)c2sc(Cl)nc12
    2%	12	-2%	-4%	8%	7%	-5%	16%	-12%	-7%	-1%
24: COCCNC(=O)CCSc1nc(-c2ccc(OC)cc2)cc(C(F)(F)F)n1
    0%	-13	-9%	.	1%	0%[46.1 µM]	-1%	?	0%	?	2%
25: CCOC(=O)N1CCC(NC(=O)c2ccc(CS(=O)c3cccc(Cl)c3)o2)CC1 (configuration not stated)
    -2%	6	0%	-2%	-2%	-2%	0%	-1%	11%	3%	-1%
26: Cc1cccc(-n2ccnc2SCC(=O)Nc2ccc3c(c2)OCCO3)c1
    -1%	-8	-4%	-1%	17%	4%	0%	19%	-23%	3%	3%
27: CC(C)(C)c1ccc(C(=O)N2CCC(C(=O)NCC3CCCO3)CC2)cc1 (configuration not stated)
    5%	4	-5%	2%	-7%	-1%	-2%	?	-3%	2%	9%
28: Cc1cc2ncn(C(=O)c3c(-c4ccccc4Cl)noc3C)c2cc1C
    ?	9	-2%	-3%	0%	-3%	-1%	-2%	13%	0%	-5%
29: Cc1cc([N+](=O)[O-])nn1CC(=O)NNC(=S)Nc1ccc(F)cc1
    6%	-1	-1%	-3%	0%	1%	-3%	0%	7%	-10%	-15%
30: CCSc1cc(N2CCCC2)nc(-c2cccc(C)c2)n1
    -7%	1	-6%	13%	6%	-6%[46.1 µM]	0%	3%	-22%	5%	7%
31: CCOc1ccc(S(=O)(=O)NCCOC)cc1C
    4%	8	-1%	2%	-4%	-2%	2%	-3%	5%	?	1%
32: Cc1ccc(Nc2ncnc3ccccc23)cc1
    4%	-4	0%	6%	-2%	11%	1%	?	10%	?	-2%
33: O=C(/C(=N/O)n1cncn1)c1ccccc1Cl
    3%	-6	0%	-23%	5%	-3%	16%	0%	31%	6%	-3%
34: O=C1CCCN1CCC1CCN(C2CC(=O)N(Cc3ccc(N4CCCC4=O)cc3)C2=O)CC1 (configuration not stated)
    5%	5	-16%	0%	-4%	0%	6%	-17%	-28%	-11%	6%
35: CCCCCCNC(=O)N[C@@H](C(=O)NCCC[C@H]1CN2C(=NC[C@@H]2Cc2ccccc2)N1CCc1cccc(OC)c1)C(C)C
    -1%	-5	1%	-10%	-16%	-5%	-17%	?	-13%	?	-7%
36: Cn1c(CCNS(=O)(=O)c2ccc(F)cc2)nnc1SCc1cccnc1
    1%	16	2%	-3%	-4%	-5%	6%	-10%	-89%[inhibitor]	0%	2%
37: O=S(=O)(c1cccc(COc2ccc(Cl)cc2Cl)c1)N1CCOCC1
    -3%	1	-2%	6%	-4%	-9%	-5%	-6%	15%	-6%	-19%
38: CC(=O)Oc1ccccc1N1C(=O)c2ccc(C(=O)O)cc2C1=O
    2%	4	-3%	0%	1%	12%	-4%	4%	8%	?	-11%

# Ordered by SMILES length (ascending): three of the compounds above
# Every second line gives: S-ASM inh	TSHR antag	PTAP TSG101 blk	A-T KAP1 phos	Mito fusion yeast	TCR act	Tb PFK block	ELG1 repair inh	a7 integrin act	BCR signal inh	Eya2 phos inh
31: CCOc1ccc(S(=O)(=O)NCCOC)cc1C
    4%	8	-1%	2%	-4%	-2%	2%	-3%	5%	?	1%
33: O=C(/C(=N/O)n1cncn1)c1ccccc1Cl
    3%	-6	0%	-23%	5%	-3%	16%	0%	31%	6%	-3%
37: O=S(=O)(c1cccc(COc2ccc(Cl)cc2Cl)c1)N1CCOCC1
    -3%	1	-2%	6%	-4%	-9%	-5%	-6%	15%	-6%	-19%
